RGS4 pot – potentiators or activators of RGS4. HEK293 M3R/inducible RGS4, carbachol calcium flux Fluo4; stronger effect = lower value. B-score at 10 µM. hit rate 0.92% among 310,000. AID 463111;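 active = B-score of the integrated calcium signal more than 4 SD below the library mean, with starting fluorescence not abnormally high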;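 note: negative B-score means reduced calcium response which marks RGS4 activation or potentiation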
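test system = HEK293 cells with stable M3R and inducible RGS4 | schedule = recording 10 s baseline at 1 Hz, 100 s post-agonist | technique = Fluo4-AM (2 µM) calcium-flux fluorescence, kinetic read | measure = Agonist-evoked peak-minus-minimum fluorescence over baseline, integrated ratio, B score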
RGS4 inh – human RGS4 inhibition; P49798; HEK293 M3R/RGS4 inducible, Fluo-4 calcium flux; stronger effect = higher value; triggered by carbachol at its EC20; B-score at 10 µM; hit rate 0.45% among 310,000;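 active = B-score, a plate-corrected calcium signal, over three deviations above library mean, with baseline fluorescence within five deviations of library mean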;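 note: RGS4 expression induced by doxycycline in cells with stable M3 receptor; B-score is computed from the integrated fluorescence ratio over baseline after carbachol; higher B-score means a larger calcium signal and so more RGS4 inhibition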
KCNK9 block – human KCNK9 channel inhibition | HEK293 KCNK9, FluxOR thallium flux fluorescence; stronger effect = lower value | Q9NPC2 | hit rate 1.2% among 310,000 | AID 488922 | B-score at 10 µM;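 active = ratio B-score over 3 SD below the library mean, with starting fluorescence within 5 SD of its mean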;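 note: negative B-score means less thallium flux so channel inhibition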
KCNK3 inh – human KCNK3 channel inhibition, primary screen; O14649; CHO-KCNK3 thallium flux, FluxOR fluorescence; stronger effect = lower value; B-score at 10 µM; hit rate 0.84% among 340,000; AID 602410;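 active = B-score under library mean minus 4 SD, starting fluorescence ratio at most library mean plus 5 SD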;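 note: more negative B-score means stronger inhibition of thallium flux through KCNK3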
KCNQ1 block – human KCNQ1 channel inhibition. CHO-K1 KCNQ1, FluxOR thallium flux fluorescence; stronger effect = higher value. hit rate 1.3% among 310,000. B-score at 10 µM. P51787;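 active = compounds whose thallium flux B-score, printed positive for inhibition, exceeds three library SD while starting fluorescence stays within three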;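 note: channel opened by potassium depolarization with thallium stimulus after 20 min compound exposure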
TMEM16A act – mouse TMEM16A channel activation, primary screen; Q8BHY3; AID 623877; HEK293 TMEM16A/YFP-H148Q/I152L, iodide quench fluorescence; stronger effect = lower value; B-score at 10 µM; hit rate 0.3% among 340,000;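 active = fluorescence-ratio B-score plate-corrected deviation score at least 3 library SD below zero, with starting fluorescence score within 5 deviations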;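 note: channel opened by trigger with iodide after compound preincubation; score built on the fluorescence ratio of max minus min over baseline; more negative score means more quench and so TMEM16A activation or potentiation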
TMEM16A inh – blocks the mouse calcium-activated chloride channel TMEM16A; HEK293 TMEM16A/YFP iodide influx fluorescence, ionomycin; normalized B-score (activity score, 25-100; higher = stronger inhibition) at 10 µM; hit rate 1.2% among 310,000; AID 588511;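 active = ratio plate-corrected score three or more library SD toward inhibition, starting fluorescence score within five deviations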;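 note: score derived from kinetic fluorescence span divided by baseline fluorescence per well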
MrgX1 ag – human MrgX1 receptor agonism, primary screen. MrgX1-HEK293 cells, Fluo-4 calcium fluorescence, agonist mode; stronger effect = higher value. AID 588627. B-score at 10 µM. hit rate 0.44% among 310,000;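 active = calcium response B-score plate-corrected fluorescence ratio at least 3 library SD, with starting fluorescence B-score inside 5 SD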
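System – MrgX1-expressing HEK293 cells · Incubation – cells plated overnight, dye loaded 0.5 h 37 °C, 0.5 h room temperature · Technique – kinetic Fluo-4 NW fluorescence of intracellular calcium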
KCNQ1 act – human KCNQ1 channel potentiation or activation; CHO-K1 KCNQ1, thallium flux FluxOR fluorescence; stronger effect = higher value; hit rate 0.35% among 310,000; B-score at 10 µM; P51787;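 active = fluorescence ratio B-score, a plate-corrected score, at least three library SD, with initial intensity B-score within 5 SD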
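Test system: CHO-K1 cells stably expressing KCNQ1 / Medium: assay buffer / Also added: depolarizing K+/Tl+ stimulus, K2SO4 and Tl2SO4 each 12.5 mM in 5x stock / Incubation: 90 min dye loading and 20 min compound exposure, both at room temperature / Signal: thallium influx via FluxOR fluorescence, kinetic imaging / Evaluation: B score of baseline-normalized fluorescence ratio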
MrgX1 PAM – human MrgX1 positive allosteric modulation, primary screen; Q96LB2; MrgX1-HEK293, Fluo-4 calcium flux, FDSS; stronger effect = higher value; B-score at 10 µM; hit rate 0.63% among 310,000; AID 588675;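 active = plate-corrected calcium response at least 3 library SD above typical, normal starting fluorescence, not activating the receptor alone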;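 note: compound read alongside a low EC10 to EC30 dose of BAM8-22 agonist; peak minus trough fluorescence over baseline measured at the second addition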
hERG protect – hERG (human) protection from proarrhythmic block; Q12809; CHO-hERG, FluxOR thallium flux, dofetilide IC70 present; activation (rescue from dofetilide block), less the hit threshold, % at 10 µM; hit rate 0.51% among 310,000;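 active = activation above the mean of controls blocked by dofetilide plus 5 SD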;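 note: thallium influx through hERG after potassium depolarization seen as dye fluorescence rise; in these data hits start at about 4.7%; inactives centre near -7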
Target sequence (Q12809 whole entry, looked up): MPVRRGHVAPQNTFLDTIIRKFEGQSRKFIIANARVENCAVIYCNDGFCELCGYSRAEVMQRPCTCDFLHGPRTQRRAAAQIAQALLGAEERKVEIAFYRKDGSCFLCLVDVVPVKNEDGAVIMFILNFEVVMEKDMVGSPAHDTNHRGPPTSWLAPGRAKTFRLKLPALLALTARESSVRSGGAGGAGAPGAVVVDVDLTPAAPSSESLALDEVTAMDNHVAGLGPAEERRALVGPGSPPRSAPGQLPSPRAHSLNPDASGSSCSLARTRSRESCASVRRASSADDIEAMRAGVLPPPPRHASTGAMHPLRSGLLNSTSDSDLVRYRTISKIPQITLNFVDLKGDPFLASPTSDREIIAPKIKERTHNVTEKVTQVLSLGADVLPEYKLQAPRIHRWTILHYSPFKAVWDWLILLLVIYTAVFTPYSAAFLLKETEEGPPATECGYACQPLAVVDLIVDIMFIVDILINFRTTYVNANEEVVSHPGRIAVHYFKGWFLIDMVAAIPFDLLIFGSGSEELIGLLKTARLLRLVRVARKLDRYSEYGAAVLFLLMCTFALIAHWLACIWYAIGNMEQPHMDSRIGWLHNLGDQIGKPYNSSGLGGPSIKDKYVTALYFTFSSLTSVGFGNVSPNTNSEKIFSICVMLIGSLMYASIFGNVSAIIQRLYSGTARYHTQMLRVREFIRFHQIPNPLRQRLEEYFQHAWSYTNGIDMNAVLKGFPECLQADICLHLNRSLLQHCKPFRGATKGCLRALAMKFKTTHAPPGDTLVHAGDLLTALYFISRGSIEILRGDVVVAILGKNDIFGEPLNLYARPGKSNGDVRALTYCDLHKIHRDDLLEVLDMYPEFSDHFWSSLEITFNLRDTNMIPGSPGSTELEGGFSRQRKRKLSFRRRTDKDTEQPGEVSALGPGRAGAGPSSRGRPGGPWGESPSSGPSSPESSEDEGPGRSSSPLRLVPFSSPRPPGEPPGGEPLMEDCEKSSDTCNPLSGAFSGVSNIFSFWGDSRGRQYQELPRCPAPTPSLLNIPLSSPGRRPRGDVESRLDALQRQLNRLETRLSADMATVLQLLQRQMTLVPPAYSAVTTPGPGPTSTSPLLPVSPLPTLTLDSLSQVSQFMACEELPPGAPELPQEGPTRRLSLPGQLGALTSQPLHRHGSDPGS
An asterisk follows results filed as active; i = inactive; / = no result given.

SMILES	RGS4 pot	RGS4 inh	KCNK9 block	KCNK3 inh	KCNQ1 block	TMEM16A act	TMEM16A inh	MrgX1 ag	KCNQ1 act	MrgX1 PAM	hERG protect
CCOC(=O)N1CCN(C(=O)CSc2nc(CC)nc3c2c(=O)n(C)c(=O)n3C)CC1	i	i	i	i	i	i	i	i	i	i	-7
CC(C)N1C(=O)C(O)(C2COC(C)(C)CC2=O)c2ccccc21 (centres undefined)	i	i	i	i	i	i	i	i	i	i	-17
O=C(Nn1c(=O)[nH]c2ccsc2c1=O)c1ccccc1	i	i	i	i	i	i	i	i	i	i	-15
COc1ccc(C(=O)NCCCCCCNC(=O)c2ccc(OC)cc2)cc1	i	i	i	i	i	i	i	i	i	i	-11
Cc1ccc(CN2CCN(C(=O)CCN3C(=O)c4ccccc4C3=O)CC2)cc1	i	i	i	i	i	i	i	i	i	i	-8
C=CCNc1ncnc2c1[nH]c1ccc(Cl)cc12	i	i	i	i	7*	i	100*	65*	i	i	-9
Cc1cc(C)c(NC(=O)c2sc3nc4c(cc3c2N)C(=O)CC(C)(C)C4)c(C)c1	i	i	i	i	i	i	i	i	i	i	-12
COc1cc(/C=N/NC(=O)c2ccncc2)ccc1OCC(=O)Nc1ccc(C)c(C)c1	i	i	i	i	i	i	i	i	i	i	-7
NNC(=O)c1cc2c(N3CCC(Cc4ccccc4)CC3)ncnc2s1	i	i	i	i	6*	i	100*	i	i	i	-22
COCCN1C(=O)C(CC(=O)Nc2ccc(C(=O)O)cc2)SC1=Nc1ccccc1 (centres undefined)	i	i	i	i	i	i	i	i	i	i	-7
Fc1ccc(COc2cccc3cccnc23)cc1	i	i	i	i	i	i	i	i	i	i	-11
CC(C)=CCN1CCN(Cc2cnc(N3CCCC3)s2)CC1CCO (centres undefined)	i	i	i	i	i	i	i	i	i	i	-18
COc1ccc(-n2c(O)c(/C=N/Nc3nc(C)cc(C)n3)c3ccccc3c2=O)cc1OC	i	i	i	i	i	i	i	i	i	i	-10
O=c1c(O)c(-c2cccs2)oc2ccc(Cl)cc12	i	i	i	i	i	i	i	i	72*	i	35*
C=CCNC(=O)NC(=O)CN1C(=O)NC(c2ccccc2)(c2ccccc2)C1=O	i	i	i	i	i	i	i	i	i	i	-16
O=C(CS(=O)(=O)c1cn(CC(=O)N2CCOCC2)c2ccccc12)NCc1ccc(F)cc1	i	i	i	i	i	i	i	i	i	i	-6
CC(C)NC(=O)Cn1cc(C(=O)C(=O)N2CCOCC2)c2ccccc21	i	i	i	i	i	i	i	i	i	i	-10
Cc1c(Cl)c([N+](=O)[O-])nn1CC(=O)NC12CC3CC(CC(C3)C1)C2	i	i	i	i	i	i	i	i	i	i	-2
COc1cc(/C=C2/SC(=O)NC2=O)ccc1OC(=O)c1ccco1	i	i	i	i	i	i	i	i	i	i	0
COc1ccc(CN2C(=NC(=O)C3CCCCC3)SC3CS(=O)(=O)CC32)cc1 (centres undefined)	i	i	i	i	i	i	i	i	i	i	-8
O=C(C/C=N/OCc1ccc(F)cc1Cl)c1cnc(-c2ccccc2)s1	i	i	i	i	i	i	i	i	i	i	-7
CCCN1CCN(C(=S)Nc2ccc([N+](=O)[O-])cc2)CC1	i	i	i	i	i	i	i	i	i	i	-7
NS(=O)(=O)c1ccc(NC(=O)COC(=O)COc2ccccc2)cc1	i	i	i	i	i	i	i	i	i	i	-10
CC1CCCCC1NC(=O)COCc1cc(-c2cccs2)on1 (centres undefined)	i	i	i	i	i	i	i	i	i	i	-12
Cc1nc(NC(C)C(=O)O)c2nc(C)oc2n1 (centres undefined)	i	i	i	i	i	i	i	i	i	i	-8
CCN(CC)CCn1c2c(c(SCC(=O)Nc3ccc(C)c(F)c3)nc1=O)CCC2	i	i	i	i	i	i	i	i	i	i	-10
COc1ccccc1NC(=O)c1c(N=Cc2c(O)ccc3ccccc23)cnn1C	i	i	i	i	i	i	i	i	i	i	-13
CCn1c(=O)c([N+](=O)[O-])c(NCC(O)c2ccccc2)c2ccccc21 (centres undefined)	i	i	i	i	i	i	i	i	i	i	-8
CCCCCCCNC(=O)C1(CC2CC(c3cccc(Br)c3)=NO2)CCN(C(=O)CCCCCBr)CC1 (centres undefined)	i	i	i	i	i	i	i	i	i	i	-17
CN(C)c1ccc(C2Nc3ccccc3C(=O)N2NS(=O)(=O)c2ccccc2)cc1 (centres undefined)	i	i	i	i	i	i	i	i	i	i	-5
CNC(=O)CC1C(=O)N(c2ccc(F)cc2)C(=S)N1NC(=O)c1ccc(Br)cc1 (centres undefined)	i	i	i	i	i	i	i	i	i	i	-7
Cc1ccnn2cc3c(=O)n(C)c(=O)n(C)c3c12	i	i	i	/	i	/	i	i	i	i	-6
COCCN1C=C(C(=O)OC)C(c2cc(Br)c(OC)c(OC)c2)C(C(=O)OC)=C1	i	i	i	i	i	i	i	i	i	i	1
Cc1nonc1OCCN1CCN(c2ccc([N+](=O)[O-])cc2)CC1	i	i	i	i	i	i	i	i	i	i	-10
O=C(COC(=O)c1ccco1)Nc1cccc(Br)c1	i	i	i	i	i	i	i	i	i	i	-2
O=C(CN1C(=O)S/C(=C/c2ccccn2)C1=O)N1CCOCC1	i	i	i	i	i	i	i	i	i	i	-12
CCOC(=O)[C@H]1[C@H]2COc3ccc(Cl)cc3[C@@H]2N2C(=O)c3ccc(Cl)cc3NC(=O)[C@@]12C	/	/	/	i	/	i	i	i	/	i	/
C(=N\N1CCOCC1)/c1ccsc1	i	i	i	i	i	i	i	i	i	i	-5
COc1ccc(S(=O)(=O)Nc2cccc(Cl)c2)cc1OC	i	i	i	i	i	i	i	i	i	i	-12
CC(=O)Nc1ccc(NC(=O)COC(=O)Cc2c[nH]c3ccccc23)cc1	i	i	i	i	i	i	i	i	i	i	-10

Some of the entries above, reformatted:
structure | RGS4 pot | RGS4 inh | KCNK9 block | KCNK3 inh | KCNQ1 block | TMEM16A act | TMEM16A inh | MrgX1 ag | KCNQ1 act | MrgX1 PAM | hERG protect
C(=N\N1CCOCC1)/c1ccsc1 | i | i | i | i | i | i | i | i | i | i | -5
C=CCNC(=O)NC(=O)CN1C(=O)NC(c2ccccc2)(c2ccccc2)C1=O | i | i | i | i | i | i | i | i | i | i | -16
O=C(CN1C(=O)S/C(=C/c2ccccn2)C1=O)N1CCOCC1 | i | i | i | i | i | i | i | i | i | i | -12

(cont.)
SMILES	RGS4 pot	RGS4 inh	KCNK9 block	KCNK3 inh	KCNQ1 block	TMEM16A act	TMEM16A inh	MrgX1 ag	KCNQ1 act	MrgX1 PAM	hERG protect
CCc1ccc(-n2cc(-c3ccc([N+](=O)[O-])cc3)[nH]c2=S)cc1	i	i	i	i	i	i	i	i	i	i	-5
Cc1cc(Cl)ccc1OCC(=O)NN1C(=O)C2C3C=CC(C3)C2C1=O (centres undefined)	i	i	i	i	i	i	i	i	i	i	-5
CCOc1ccc2[nH]c(=O)c(CN(CCO)C(=O)c3ccc(Br)cc3)cc2c1	i	i	i	i	i	i	i	i	i	i	-9
O=C(/C=C/c1ccc(Br)cc1)N1CCN(Cc2ccccc2)CC1	i	i	i	i	i	i	i	i	i	i	-2
O=C(N/N=C/c1ccccn1)c1cccc(NC(=O)c2ccc(Cl)cc2)c1	i	i	-8.9*	i	i	i	i	i	i	i	-8
CN(C)c1nc2c(c(=O)n(C)c(=O)n2C)n1CC(=O)c1cccs1	i	i	i	i	i	i	i	i	i	i	-12
CCCc1cc(-c2n[nH]c(=S)n2CC)cs1	i	i	i	i	i	i	i	i	i	i	-4
COC(=O)c1ccccc1S(=O)(=O)N1CCC(C(=O)OCc2cccc(OC)c2OC)CC1	i	i	i	i	i	i	i	i	i	i	-14
C=CCNC(=O)c1ccc(N(Cc2ccccc2)S(C)(=O)=O)cc1	i	i	i	i	i	i	i	i	i	i	-11
CCOc1ccccc1NC(=O)C1=C(C)NC(=O)NC1c1cccs1 (centres undefined)	i	i	i	i	i	i	i	i	i	i	-7
O=C(O)CSc1nnc(Cn2cnc3ccccc32)n1CCc1ccccc1	i	i	i	i	i	i	i	i	i	i	-7
O=S(=O)(c1ccc(Cl)cc1)N1CCCC1c1nc2ccccc2s1 (centres undefined)	i	i	i	i	i	i	i	i	i	i	-12
O=C(c1ccco1)N1CCN(CC(O)Cn2c3ccccc3c3ccccc32)CC1 (centres undefined)	i	i	i	i	i	i	i	i	i	i	-18
Cc1cc(C)cc(OCCCCCNCCO)c1	i	i	i	i	i	i	i	i	i	i	-10
CC(=O)c1ccc(N2CCN(C(=O)C3CCCN3S(=O)(=O)c3cccc4nsnc34)CC2)cc1 (centres undefined)	i	i	i	i	i	i	i	i	i	i	-6
CCCCCn1c(=N)c(S(=O)(=O)c2ccc(Cl)cc2)cc2c(=O)n3cccc(C)c3nc21	i	i	i	i	i	i	i	27*	i	i	-9
COc1ccccc1-c1nnc(SCC(=O)c2ccc(C3CCCCC3)cc2)n1Cc1ccco1	i	i	i	i	i	i	i	i	i	i	-14
CCS(=O)(=O)N1CCN(Cc2c[nH]c3ccccc23)CC1	i	i	i	i	i	i	i	i	i	i	-16
COc1ccc(N(C)C(=O)c2cnc(N3CCN(c4ncccn4)CC3)c3ccccc23)cc1	i	i	i	i	i	i	i	i	i	i	-21
CCCCCOc1ccc(/C=C/c2c([N+](=O)[O-])c(=O)n(C)c(=O)n2C)cc1	i	i	i	i	i	i	i	i	i	i	-6
Cc1ccc(C(=O)COC(=O)CCC(=O)NC2CCCCC2)cc1[N+](=O)[O-]	i	i	i	i	i	i	i	i	i	i	-10
CCOC(=O)c1ccc(NCc2ccc3c(c2)OCO3)cc1	i	i	i	i	i	i	i	i	i	i	-12
O=C(O)C(CO)N=Cc1c(O)c2ccccc2oc1=O (centres undefined)	i	i	i	i	i	i	i	i	i	i	-9
CCOc1ccc(CNc2nnnn2C)cc1OC	i	i	i	i	i	i	i	i	i	i	-4
Cc1ccc2ncccc2c1[N+](=O)[O-]	i	i	i	i	i	i	i	i	i	i	-7

Bioassay records (PubChem BioAssay)
